Assay outcomes as filed in PubChem.
TAAR1 antag – human TAAR1 antagonists, primary screen, Fluo-8 calcium fluorescence, CHO RD-HGA16 cells; Trace amine-associated receptor 1 (Homo sapiens), Q96RJ0; antagonist; inhibition, % at 3 µM; 360,000 tested, 1.5% active;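 active = inhibition above a per-plate cutoff, the mean inhibition of test compounds on that plate plus 3 SD, cut at about 49% in these data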;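 note: 0% = DMSO plus EC80 beta-PEA response and 100% = DMSO alone without agonist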
Target sequence (Q96RJ0 whole entry, looked up): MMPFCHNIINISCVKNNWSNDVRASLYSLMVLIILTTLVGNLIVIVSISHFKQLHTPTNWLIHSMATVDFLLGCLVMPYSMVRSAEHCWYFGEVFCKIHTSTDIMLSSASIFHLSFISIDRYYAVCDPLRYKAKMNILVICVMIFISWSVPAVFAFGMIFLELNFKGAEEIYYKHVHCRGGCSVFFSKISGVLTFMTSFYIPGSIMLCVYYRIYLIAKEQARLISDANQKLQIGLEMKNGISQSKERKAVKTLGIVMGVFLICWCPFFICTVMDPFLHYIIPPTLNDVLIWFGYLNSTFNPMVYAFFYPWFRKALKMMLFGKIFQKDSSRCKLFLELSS
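Assay system: CHO-derived RD-HGA16 cells stably expressing human TAAR1 plus Gα16. Timing: 140 s kinetic read after compound, 140 s after agonist. Technique: kinetic Fluo-8 calcium fluorescence measurement. Measure: % inhibition of agonist calcium response.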
CHO parental Ca – ATP-evoked calcium signal inhibitors, parental CHO, primary screen, counter-screen for OX1R antagonist project, cell-based, fluorescence, Fluo-8 calcium dye | parental CHO-K1, ATP-induced calcium, Fluo-8 fluorescence | inhibition, % at 5.6 µM | 330,000 tested, 0.63% active;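 active = inhibition above that plate's mean sample inhibition plus 3 SD, cut at about 26% in these data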;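 note: 0% = ATP-challenged DMSO wells and 100% = DMSO wells without ATP; some compounds past the cut are filed as inactive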
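Test system: parental CHO cells; detection: calcium-sensitive Fluo-8 fluorescence; evaluation: percent inhibition of calcium signal; also added: ATP as calcium-mobilizing challenge; repeats: one well per compound; control set: ATP-challenged DMSO wells low, unchallenged DMSO wells high; compound: single nominal dose of 5.6 µM per compound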
TAAR1 ag – human TAAR1 agonists, primary screen, Fluo-8 calcium fluorescence, CHO RD-HGA16 cells; Trace amine-associated receptor 1 (Homo sapiens), Q96RJ0; vehicle wells 0%, saturating PEA agonist 100%; activation, % at 3 µM; 360,000 tested, 0.99% active; AID 624467, 2012;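 active = activation above the mean activation of all test compounds in the run plus 3 SD, cut at about 38% in these data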
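test system = CHO RD-HGA16 cells carrying human TAAR1 plus Gα16 | schedule = 17-24 h seeding, 75 min 37 °C dye, 30 min RT | compound dosing = 3 µM single concentration | control set = DMSO and PEA EC100 | replicates = n 1 | signal = Fluo-8 fluorescence, 5 s baseline then 140 s kinetic read | measure = percent activation vs PEA EC100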
M1 ag – human M1 muscarinic receptor agonists, primary screen, Fluo-8 calcium fluorescence, CHO-K1 cells, HTS. Muscarinic acetylcholine receptor M1 (Homo sapiens), P11229. CHO-K1 hM1, agonist mode; 0% DMSO, 100% acetylcholine EC100. activation, % at 3 µM. 360,000 tested, 0.33% active. AID 588814, 2011;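 active = activation above the run's mean compound activation plus 3 SD, cut at about 16% in these data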;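 note: peak over basal fluorescence ratio within a 140 s kinetic read after compound addition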
V1aR counter – agonists of human V1a receptor, primary screen, counter-screen for OXTR agonist project, fluorescence, CHO-V1R cells. Fluo-8 calcium fluorescence, agonist mode; 0% DMSO, 100% 3 nM vasopressin. 320,000 tested, 0.25% active. activation, % at 3 µM;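 active = activation above the mean activation of all tested compounds plus 3 SD, per screening run, cut at about 20% in these data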;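 note: signal is peak over basal fluorescence ratio across a 100 second FLIPR read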
Target sequence (P37288 whole entry, looked up): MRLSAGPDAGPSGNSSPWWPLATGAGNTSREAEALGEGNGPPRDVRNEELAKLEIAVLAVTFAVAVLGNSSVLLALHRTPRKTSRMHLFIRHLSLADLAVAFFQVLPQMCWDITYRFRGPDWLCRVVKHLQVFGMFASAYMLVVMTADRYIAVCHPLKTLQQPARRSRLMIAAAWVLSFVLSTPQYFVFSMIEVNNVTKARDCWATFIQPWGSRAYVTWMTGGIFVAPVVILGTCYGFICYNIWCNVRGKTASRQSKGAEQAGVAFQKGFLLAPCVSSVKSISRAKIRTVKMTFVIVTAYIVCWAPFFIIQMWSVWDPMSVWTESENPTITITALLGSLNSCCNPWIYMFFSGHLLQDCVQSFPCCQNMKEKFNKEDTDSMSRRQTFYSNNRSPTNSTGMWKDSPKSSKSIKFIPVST
CHRM1 PAM – human M1 muscarinic receptor positive allosteric modulators, primary screen, CHO-K1 cells, Fluo-8 calcium fluorescence, 1536-well; Muscarinic acetylcholine receptor M1 (Homo sapiens), P11229; CHO-K1 hM1, ACh EC20; 0% = ACh EC20, 100% = maximal ACh; activation, % at 3 µM; 360,000 tested, 0.088% active; AID 588819, 2011; in the data active = activation above about 19%, passing the limit was not always enough
OXTR potentiator – human OXTR potentiators, primary screen, fluorescence, CHO-OTR cells, Fluo-8 calcium | Oxytocin receptor (Homo sapiens), P30559 | Fluo-8 calcium fluorescence, potentiator mode; 0% = oxytocin EC15, 100% = EC100 | activation, % at 3 µM | 320,000 tested, 0.061% active;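 active = activation above that plate's cutoff, the mean activation of tested compounds plus 3 SD, cut at about 6.6% in these data, passing the limit was not always enough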;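 note: 100% uses oxytocin at 75 nM as the full agonist control; some results filed as inactive read as strong as hits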
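test system = CHO-OTR cells, human receptor | compound = single-point 3.0 µM | schedule = 6 min compound pre-incubation at room temperature, 100 s kinetic read | signal = Fluo-8 no-wash calcium dye fluorescence, excitation 470-495 nm, emission 515-575 nm | repeats = single well per compound, singlicate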
M1 antag – human M1 muscarinic receptor antagonists, primary screen, CHO-K1 cells, Fluo-8 calcium fluorescence, 1536-well | Muscarinic acetylcholine receptor M1 (Homo sapiens), P11229 | CHO-K1 hM1, ACh EC80 antagonist | inhibition, % at 3 µM | 360,000 tested, 1.3% active | AID 588852, 2011;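 active = percent inhibition above its own plate's cutoff, namely the mean of that plate's compound wells plus 3 SD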;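 note: peak over basal fluorescence ratio during 140 s after agonist addition; 0% = ACh EC80 plus DMSO and 100% = DMSO alone without agonist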
OXTR ag – human OXTR agonists, primary screen, fluorescence, CHO-OTR cells, Fluo-8 calcium; Oxytocin receptor (Homo sapiens), P30559; Fluo-8 calcium fluorescence; normalized: DMSO 0%, oxytocin 100%; activation, % at 3 µM; 320,000 tested, 0.32% active; AID 2435, 2010;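 active = activation above the mean of all tested compounds plus 3 SD, cutoff set per screening run, cut at about 20% in these data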;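 note: peak over basal fluorescence ratio from a 100 s FLIPR kinetic read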
The depositor's hits bear a star; / = not tested or not shown. This is a random part of the collection. About 3.7% of those tested had a hit in this group.

Every second line gives: OXTR ag | TAAR1 ag | V1aR counter | TAAR1 antag | OXTR potentiator | M1 ag | CHRM1 PAM | M1 antag | CHO parental Ca
CCOC(=O)N1CCN(C(=O)c2ccccc2SCC(=O)NCC2CCCCC2)CC1
    -0.9 | 2 | 0.9 | 5 | -1 | -5 | 6 | -16 | -5
Cn1c(-c2cccc(Br)c2)n[nH]c1=O
    0.8 | 5 | 1.6 | 7 | -1 | -4 | 13 | -5 | -18
CC1=C(C(=O)N(C(C)C)C(C)C)CC(CC(=O)NCc2cccc3ccccc23)C(=O)N1Cc1ccc(C(C)(C)C)cc1 (stereo not drawn)
    / | 1 | / | -3 | / | 0 | 10 | -4 | /
COc1ccc(C(=O)C[N+]2(C)CCOCC2)cc1
    2.1 | 6 | -0.4 | -16 | 0 | -11 | 6 | -6 | -9
O=C(CCN1CCN(c2ccccc2)CC1)Nc1cccc(Br)c1
    2.0 | 6 | 2.0 | 24 | -4 | -7 | 0 | -9 | -15
O=C(Cc1ccccc1)N1CCCC(c2nc(-c3ccc(S(=O)(=O)N4CCCC4)cc3)no2)C1 (stereo not drawn)
    5.1 | 1 | 5.1 | 9 | -14 | -10 | -2 | -1 | -5
O=C(c1ccccc1F)N1CCN(C(=O)C2CC2)CC1
    0.5 | 1 | 0.9 | -4 | -4 | 0 | 5 | -16 | -5
CC(C)(C)[C@H]1C=C(C(=O)NCc2ccccc2)O[C@@H](OCc2ccc(CO)cc2)C1
    -2.1 | 2 | -2.0 | -13 | -14 | -4 | 8 | 0 | -15
O=C(NCc1ccco1)C1CCN(C(=O)c2ccc(Cl)cc2Cl)CC1
    0.5 | 2 | 2.1 | 2 | -10 | -3 | 2 | -1 | -5
Cc1noc(C)c1NC(=O)N(C)C[C@H]1Oc2ccc(NC(=O)Cc3ccccc3)cc2C(=O)N([C@H](C)CO)C[C@@H]1C
    1.2 | 13 | 0.2 | 4 | -3 | -8 | 5 | -9 | 7

Next section.
Every second line gives: OXTR ag | TAAR1 ag | V1aR counter | TAAR1 antag | OXTR potentiator | M1 ag | CHRM1 PAM | M1 antag | CHO parental Ca
O=C(O)Cc1ccc(NC(=O)c2cccc(NC(=O)c3ccco3)c2)cc1
    0.1 | 4 | 0.7 | -1 | -9 | 0 | 7 | 2 | -5
Nc1ccc(S(=O)(=O)Nc2nccc(/C=C/c3ccc(Cl)cc3)n2)cc1
    1.1 | 3 | -0.3 | -4 | 0 | -5 | 6 | -8 | 4
CCCC1S/C(=N/N=C/c2ccco2)NC1=O (stereo not drawn)
    -1.9 | -1 | -0.3 | 10 | 0 | -1 | 2 | -3 | -5
COCCN(Cc1cc2ccc(C)cc2n2nnnc12)Cc1nnnn1C(C)(C)C
    0.0 | 7 | 0.6 | 0 | -10 | -2 | 4 | -35 | -12
COc1ccccc1N1CCN(C(=O)C(C)N(c2ccc(C)cc2)S(C)(=O)=O)CC1 (stereo not drawn)
    1.4 | 15 | 1.3 | 1 | -15 | 2 | 6 | -36 | -26
Cc1ccccc1Cn1c2ccccc2c2cnn(CC(=O)N3CCN(c4ccccc4)CC3)c(=O)c21
    / | 0 | / | -7 | / | -7 | -1 | -6 | /
O=C(NNS(=O)(=O)c1ccccc1F)c1cccc(S(=O)(=O)N2CCOCC2)c1
    -0.3 | 1 | -0.4 | 4 | -13 | -6 | 12 | -8 | 5
CCc1ccc(CN2CCN(c3ncccn3)CC2)cc1
    -0.3 | 0 | 1.6 | -6 | -10 | 0 | -5 | 4 | -12
CC(=O)N1CCN(c2ccc(NC(=O)c3ccccc3Cl)cc2)CC1
    0.4 | 3 | 0.7 | -5 | -7 | 2 | 3 | -4 | -7
C=CCOc1ccc(Br)cc1/C=C1\NC(=S)N(C(C)=O)C1=O
    1.6 | 1 | 3.8 | -2 | -4 | 3 | 8 | -12 | -6

Further records
Every second line gives: OXTR ag | TAAR1 ag | V1aR counter | TAAR1 antag | OXTR potentiator | M1 ag | CHRM1 PAM | M1 antag | CHO parental Ca
COC(=O)c1ccc(CNC(=O)c2ccc(S(=O)(=O)N3CCCC(C)C3)cc2)cc1 (stereo not drawn)
    0.1 | -1 | 0.1 | 14 | -8 | -4 | 7 | -7 | 0
COC(=O)C1C2C=CC3(CN(C(C)C)C(=O)C13)O2 (stereo not drawn)
    1.5 | 1 | 0.7 | -8 | 3 | -3 | -5 | 1 | 3
O=C1c2ccc(-c3ccc(F)cc3OCc3ccccc3)cc2S(=O)(=O)c2cccc(C(=O)N3CCCC3)c21
    1.1 | / | 2.2 | / | 6 | -3 | 3 | 7 | -13
c1ccc2sc(-c3ccncc3)nc2c1
    -1.9 | 5 | -0.8 | -21 | 2 | -5 | 12 | -21 | -2
CCOC(=O)c1c(C)sc2c1N(C(=O)CN(CC)CC)c1ccccc1S2
    -1.2 | 1 | -1.2 | -22 | 2 | -4 | -1 | 6 | -31
COc1ccc(-n2c(=O)c3ccccc3n(CC(=O)Nc3cccc(OC)c3)c2=O)cc1
    0.3 | -3 | 1.6 | -18 | -3 | -4 | 10 | -12 | -18
COC(=O)c1ccccc1NC(=O)CSc1ccccn1
    -1.5 | 9 | -0.3 | -10 | -2 | -5 | 2 | 1 | -7
COc1ccc(OC)c(NC(=O)CSc2nc(O)cc(=O)n2CC(C)C)c1
    -0.1 | 2 | 0.1 | -27 | -8 | 0 | 2 | -11 | -18
COc1cccc(/C=N/NC(=O)CCn2cnc3ccccc32)c1
    -0.8 | 1 | -1.1 | 7 | -12 | -2 | 0 | 8 | -1
CC(C)COc1ccc(C(=O)OCC(=O)NCc2cccs2)cc1
    4.5 | -1 | 6.2 | 5 | -9 | -3 | -14 | 9 | -7

Part of the list above, set out differently:
SMILES	OXTR ag	TAAR1 ag	V1aR counter	TAAR1 antag	OXTR potentiator	M1 ag	CHRM1 PAM	M1 antag	CHO parental Ca
O=C1c2ccc(-c3ccc(F)cc3OCc3ccccc3)cc2S(=O)(=O)c2cccc(C(=O)N3CCCC3)c21	1.1	/	2.2	/	6	-3	3	7	-13
c1ccc2sc(-c3ccncc3)nc2c1	-1.9	5	-0.8	-21	2	-5	12	-21	-2

(list continues)
Every second line gives: OXTR ag | TAAR1 ag | V1aR counter | TAAR1 antag | OXTR potentiator | M1 ag | CHRM1 PAM | M1 antag | CHO parental Ca
CCC1CCCCN1C(=O)CSc1nc(N)c(NC(=O)c2ccco2)c(=O)[nH]1 (stereo not drawn)
    0.1 | 0 | 0.6 | 3 | -3 | -3 | -11 | 15 | -4
COC(=O)Cc1c(C)c2ccc(OCC(=O)N3CCOCC3)cc2oc1=O
    0.6 | 8 | 0.5 | -4 | -3 | -2 | 3 | -11 | -18
CCc1nc2ccc(C(=O)N3CCN(S(=O)(=O)CC)CC3)cn2c1N(C=O)CCC(C)C
    / | 0 | / | -17 | / | -4 | 6 | -14 | /
COc1ccc(OC(=O)OCc2ccccc2)cc1
    / | 5 | / | -10 | / | -3 | -2 | 0 | /
COc1ccc(-c2nc3ccc(Cl)cn3c2Cc2ccccc2C(F)(F)F)cc1OC
    / | 0 | / | -37 | / | -3 | -2 | -15 | /
CC(C)CN(C(=O)COC(=O)c1ccccc1SCC(=O)N1CCCC1)C1CCS(=O)(=O)C1 (stereo not drawn)
    / | 11 | / | -2 | / | -2 | 3 | 4 | /
CCn1c(SCC(=O)Nc2ccc3[nH]c(=O)[nH]c3c2)nnc1-c1ccccc1
    0.5 | 1 | 1.1 | 2 | -3 | -4 | 3 | -1 | -5
COc1ccc(C(C(=O)NC2CCCCC2)N(C(=O)CCl)c2ccc(OC)cc2)cc1 (stereo not drawn)
    -2.1 | / | -0.9 | / | -5 | -4 | 8 | -7 | -9
COc1cccc(CN2C(=O)[C@@H]3Cc4c([nH]c5ccccc45)C(C)(C)N3C2=O)c1
    6.7 | 14 | 3.9 | 39 | -13 | 6 | 12 | -6 | -12
O=C(c1ccc2nc[nH]c2c1)N1CCN(c2cccc(C(F)(F)F)c2)CC1
    / | 5 | / | -10 | / | -2 | -3 | -3 | /

Remaining list, next part
Every second line gives: OXTR ag | TAAR1 ag | V1aR counter | TAAR1 antag | OXTR potentiator | M1 ag | CHRM1 PAM | M1 antag | CHO parental Ca
C=CCN1C(=O)C(C)S/C1=N\S(=O)(=O)c1ccc(Cl)cc1 (stereo not drawn)
    -1.5 | 4 | -0.3 | 9 | 0 | -7 | 11 | -12 | -17
CC(=O)Nc1cccc(-c2cc(NC(C)=O)c3ncc(-c4cccc(C(F)(F)F)c4)n3c2)c1
    / | 17 | / | 50* | / | 5 | -11 | 18 | /
CC1(C)CC(CC(=O)Nc2ccccc2[N+](=O)[O-])C(=O)O1 (stereo not drawn)
    -0.4 | -1 | 1.9 | 4 | -6 | -4 | -1 | -5 | -11
CCC(=O)Nc1ccc(C(=O)COC(=O)C(CCSC)NC(=O)COc2ccccc2)cc1 (stereo not drawn)
    -0.4 | 7 | -0.1 | 33 | -4 | -2 | 6 | -7 | -11
Cc1ccccc1CC(=O)Nc1cc(C(C)(C)C)on1
    -2.1 | 1 | -1.2 | -21 | -3 | -3 | 5 | -12 | -2
CCOc1ccccc1Nc1cc2n(c(=O)n1)CCc1cc(OC)c(OC)cc1-2
    -1.3 | 4 | 2.4 | 2 | -2 | 0 | -2 | 3 | -19
CSc1nsc(SCC(=O)NCc2ccc(C)cc2)n1
    / | -1 | / | -46 | / | -5 | 2 | -3 | /
COc1ccc(Br)cc1CN1CCN(Cc2c[nH]c3ccccc23)CC1
    16 | 27 | 15 | 7 | -13 | -9 | -12 | 20 | -7
COc1ccc(C(=O)Nc2ccc(C)c(S(=O)(=O)N3CCOCC3)c2)cc1S(=O)(=O)N1CCCC1
    / | 18 | / | 3 | / | -6 | -3 | 1 | /
CCOC(=O)Nc1ccc2nc(N3CCCCCC3)sc2c1
    2.2 | 5 | 0.8 | -4 | -12 | 0 | 5 | -9 | -20
COc1nc(C)ccc1-c1noc(-c2cccs2)n1
    -2.5 | -3 | -1.8 | -17 | -4 | -4 | 4 | -8 | -9
CC(C)=NN1C(c2nonc2N)=NOC1(C)C
    -1.0 | 0 | -0.1 | -24 | -8 | 0 | 11 | -7 | 6
